Screening results: PubChem, several laboratories
Insulin prom inh = inhibitors of insulin promoter-driven GFP, primary screen, imaging, TRM-6 cells (human fetal islet line), eGFP reporter, cell count | AID 1273, 2008 | 130,000 tested, 0.9% active | inhibition, % at 2 µM | reporter expression induced with tamoxifen;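 active = inhibition above the mean plus 3 SD, with well images judged a real hit on visual review, cut at about 60% in these data, passing the limit was not always enough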
sdo1 growth = growth rescue of sdo1-depleted yeast, primary screen, S. cerevisiae, bone marrow failure model; S. cerevisiae sdo1-depleted JHY4D growth rescue, OD600 30 h; stronger effect = higher value; pdr5 snq2 efflux-pump mutant strain; z-score at 10 µM; 140,000 tested, 0.21% active; AID 817, 2007;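 active = z-score above 3 at both the 24 hr and the 30 hr optical density reads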;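 also: z-score against mean and SD of all compound wells on the same plate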
sdo1 growth Rescue 24 h = further read-out of sdo1 growth, marked with its call; z-score; S. cerevisiae sdo1-depleted JHY4D growth rescue, OD600; measured here: growth rescue at 24 h;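 0 is the plate mean of compound wells and units are plate SD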
Starred values were filed as active, the others as inactive; · = no result given; [ ] = dose if it differs, or a comment. Only part of the results is shown; the hit share may differ from the screen's.

SMILES	Insulin prom inh	sdo1 growth	sdo1 growth Rescue 24 h
COCC(C)Nc1ccc(S(=O)(=O)N2CCCC2)cc1[N+](=O)[O-] (stereo not given)	-30	·	·
CCCCc1ccc(C(=O)NC(C(=O)O)C(C)C)cc1 (stereo not given)	67	0.75	0.31
COc1ccc2cc(CN(CC3CCCO3)S(=O)(=O)c3ccccc3)c(=O)[nH]c2c1 (stereo not given)	-4	-0.13	-0.36
Cc1ccc(CSc2nc3ccccc3c(=O)n2CCCC(=O)NCc2ccco2)cc1	17	-0.11	0.97
O=C(Oc1ccccc1C(=O)Nc1ccccc1)c1ccccc1Br	8	-1.7	-2.1
O=C(CSc1ccc(C(F)(F)F)cc1[N+](=O)[O-])Nc1ccccc1	27	-0.99	-0.31
CCCc1nc2sc3ccccc3c(=O)c2c(=O)n1CCOC	-14	-0.34	-0.06
COc1ccc(O)c(-c2[nH]ncc2C(=O)c2ccccc2)c1	48	-0.43	-1.4
COC(=O)c1cccc(NC(=O)C(C)N2C(=O)c3ccccc3C2=O)c1 (stereo not given)	·	1.2	1.4
CCc1ccc(NC(=O)c2cc(C)on2)cc1	-19	0.02	0.05
CCN(CC)C(=O)COc1cccc2ccccc12	9	-0.82	-0.78
O=C(Nc1nccs1)c1ccc(-c2ccc(Cl)cc2Cl)o1	·	-1.1	-0.2
COc1cc(OCC(N)=O)cc(OC)c1OC	·	1.2	0.41
Cc1csc(N2CCc3ccccc32)n1	21	-0.66	-1.7
CC(Sc1n[nH]c(N)n1)C(=O)C12CC3CC(CC(C3)C1)C2 (stereo not given)	-14	1.2	1.5
CCOC(=O)c1c(NC(=O)C2(C)Cc3ccccc3C(=O)O2)sc2c1CCCC2 (stereo not given)	-31	-0.46	-0.79
Cc1ccc(-c2noc(CSc3nnc(Cc4cccs4)n3-c3ccccc3)n2)cc1	·	-2	-1.5
O=C(Cc1c(C(=O)O)[nH]c2ccc(Cl)cc12)Nc1ccc2c(c1)OCCO2	-78	0.92	0.8
Nc1cc(=O)[nH]c(SCc2cccc(Cl)c2)n1	6	0.86	0.83
Cc1sc2ncn(CC(=O)NCC(=O)N(C)Cc3ccccc3)c(=O)c2c1C	-14	1.5	0.5
CCCNC(=O)C1CCN(c2ccc(S(=O)(=O)N3CCOCC3)cc2Cl)CC1	62	-0.35	-1.4
Cc1sc2ncn(CC(=O)NCCCC(=O)N3CCN(c4ncccn4)CC3)c(=O)c2c1C	·	1.2	0.72
CCOC(=O)c1sc2nc(C)[nH]c(=S)c2c1C	79*	·	·
Nc1ccccc1N1CCOCC1	-19	0.16	0.03
CCOC(=O)CSc1nnc(-c2ccc(S(=O)(=O)N3CCC(C)CC3)cc2)o1	-19	-0.38	-0.66

Next part, starting with the last two of the part before.
SMILES	Insulin prom inh	sdo1 growth	sdo1 growth Rescue 24 h
Nc1ccccc1N1CCOCC1	-19	0.16	0.03
CCOC(=O)CSc1nnc(-c2ccc(S(=O)(=O)N3CCC(C)CC3)cc2)o1	-19	-0.38	-0.66
Cc1cccc(N2CCN(S(=O)(=O)c3ccc(S(=O)(=O)N4CCCC4)cc3)CC2)c1C	7	-0.61	1.1
COc1cccc(CNC(=O)c2c[nH]n3c(=O)c(Cl)c(C)nc23)c1	-14	-0.15	0.1
Cc1ccc(S(=O)(=O)Cc2sc3ccccc3[n+]2C)cc1	22	-1.4	-0.76
COc1ccc(/C=N/NC(=O)C2c3ccccc3Oc3ccccc32)c(OC)c1	4	-0.16	0.93
CC(=O)c1ccc(N2CCN(C(=O)CCS(=O)(=O)c3ccc(C)cc3)CC2)cc1	·	-1.3	-1.1
Cc1nn(Cc2ccc(Cl)cc2Cl)c(C)c1NC(=O)c1nc2n(n1)C(C(F)F)CC(C)N2 (stereo not given)	·	0.46	0.02
CC(=O)c1cccc(NC(=S)NC(=O)c2ccccc2Cl)c1	6	0.29	0.46
O=C(Nc1ccc(Cl)c([N+](=O)[O-])c1)c1ccc2c(c1)OCCO2	27	·	·
O=S(=O)(N/N=C/c1cn(Cc2ccccc2)c2ccccc12)c1ccccc1	44	-1.8	-1.5
Cc1ccc(-c2cc3c(n2-c2ccc(C(=O)O)cc2)CCCC3=O)cc1	62	0.81	0.08
COc1ccc(CCN(C)CCC(=O)Nc2cc(C)ccc2C)cc1OC	-29	2.1[7.9 µM]	5.2
Cc1ccc(-c2nc3ccccc3s2)cc1NC(=O)c1ccc2c(c1)OCO2	21	-1.7	-0.94
CC(C)c1ccc(-n2ccnc2SCC(=O)O)cc1	27	·	·
COc1ccc(Cl)cc1Nc1nc(C)cc(=O)[nH]1	31	-0.13	-0.11
Cn1c(CCc2nc3ccccc3[nH]2)n[nH]c1=S	36	·	·
Cc1cccc(N(Cc2cc3ccccc3[nH]c2=O)S(=O)(=O)c2ccccc2)c1	39	-0.91	-1.5
O=C(NCC(c1cccs1)N1CCOCC1)c1ccccc1NS(=O)(=O)c1cccc([N+](=O)[O-])c1 (stereo not given)	·	0.1	0.04
Cc1cccc(-n2ncc3c(NCCCO)ncnc32)c1	·	0.3	-0.04
Cc1ccc(NC(=O)CSc2nc(O)c(Cc3ccccc3)c(=O)n2-c2ccccc2)cc1	-44	0.81	0.46
Cc1nnc(SCC(=O)NC(=O)NCc2ccco2)n1Cc1ccccc1	0	0.18	-0.04
Cc1ccc(C2(C)NC(=O)N(CC(=O)NC(=O)NCCC(C)C)C2=O)cc1 (stereo not given)	15	1.2	0.6
COc1ccc(NC(=O)CSc2nnc(C3CC3)n2N)cc1	·	0.05	-0.42
O=Cc1ccc(OCC(=O)NC(=O)NC2CCCCC2)cc1	40	0.22	-0.71
c1ccc2c(c1)C(=NCC1CCCO1)NC2=NCC1CCCO1 (stereo not given)	·	0.09	0
COC(=O)C1=CN(CCCN2CCCC2=O)C=C(C(=O)OC)C1c1cccs1	·	0.23	-0.06
Next part:
SMILES	Insulin prom inh	sdo1 growth	sdo1 growth Rescue 24 h
Cc1ccc(SCC(=O)NC(=O)NCc2ccccc2)c(C)c1	-8	-1.4	-1.1
COC(CNC(=O)c1cc(C(=O)c2c(-c3c(Cl)cccc3Cl)noc2C)c[nH]1)OC	-52	0.65	0.61
CC(C)(Oc1ccc(Cl)cc1)C(=O)NC1CCSC1=O (stereo not given)	44	0.26	-0.52
COC(=O)N/N=C/c1cccc(OCCSc2ccc(Cl)cc2)c1	8	-1.4	-1.7
COC(=O)c1[nH]c2ccc(C)cc2c1NC(=O)CCN1CCN(C2CCCCC2)CC1	·	0.66	0.81
COc1ccc(C(=O)COC(=O)c2ccc(N(C)C)cc2)cc1	-35	·	·
CCOC(=O)CC(=O)N/N=C/c1c(N)n(C)c(=O)n(C)c1=O	-25	·	·
COc1ccc(N2CCN(Cc3ccc(Br)s3)CC2)cc1	·	-0.12	-0.25
O=C(c1nc2nc(-c3ccccc3)cc(C(F)(F)F)n2n1)N1CCCCC1	-53	-0.82	-1.4
Cc1ccc(C)c(SCC(=O)OCC(=O)Nc2ncc(C(F)(F)F)cc2Cl)c1	·	0.76	0.44
O=C(NC(=S)Nc1ccc(Cl)cn1)C12CC3CC(CC(C3)C1)C2	5	·	·
O=C(N/N=C/c1c[nH]c2ccccc12)c1[nH]c2ccc(Br)cc2c1-c1ccccc1	-233	-1.2	-1.3
Cc1ccc2c(c1)c(C)cc[n+]2Cc1ccccc1	·	0.53	0.28
O=C(Nc1ccc(OC(F)F)cc1)c1ncc(Cl)c(Cl)c1Cl	-7	·	·
Cc1ccc(C)n1-c1ccc(C(=O)Nc2ccccc2)cc1	0	0.1	-0.41
CCN(CC)S(=O)(=O)c1ccc(C2CNC(=O)C2)cc1 (stereo not given)	·	0	-0.86
CCOC(=O)c1oc2ccc(CNCCO)c(Cl)c2c1C	-184	0.6	-0.52
Cc1cc(C)n(C(=O)c2c([N+](=O)[O-])cnn2C)n1	10	0.08	-0.6
CCn1c(SCC(=O)N2CCc3ccccc3C2)nc2c1c(=O)n(C)c(=O)n2C	-92	0.64	0.3
COc1ccc(-n2nc(C(=O)NCC(=O)NCc3ccccc3OC)c3ccccc3c2=O)c(OC)c1	10	·	·
Cc1ccc(C2N(c3ccccc3)C(=S)N3CCCN23)cc1 (stereo not given)	34	-0.48	0.32
Cc1oc(C2CC2)cc1C(=O)O	10	0.74	0.57
CN1/C(=C\C(=O)c2ccccc2Cl)c2ccccc2CC1(C)C	-35	-0.96	-0.96
CCOC(=O)c1[nH]c2ccccc2c1CCCN1C(=O)c2ccccc2C1=O	-37	-1.4	-1.4
Cc1nn(CCO)c(C)c1Oc1ccccc1O	·	-0.31	-0.27
Additional results.
SMILES	Insulin prom inh	sdo1 growth	sdo1 growth Rescue 24 h
CCCCCCn1c(N2CCN(c3ccccc3)CC2)nc2c1c(=O)[nH]c(=O)n2C	25	-2.7	-2
CN(C1CCS(=O)(=O)C1)S(=O)(=O)c1ccccc1[N+](=O)[O-] (stereo not given)	-21	0.43	-0.12
CCC(C)NS(=O)(=O)c1ccc(OCC(=O)NCc2ccccn2)cc1 (stereo not given)	-40	·	·
CCCN(CC(=O)Nc1ccccc1C)C(=O)c1cc(=O)[nH]c2ccccc12	-38	·	·
CC1=C(C)CC(C(=O)NNC(=O)c2ccccc2O)C(C(=O)O)C1 (stereo not given)	-13	-0.37	-0.4
COc1ccc(CSc2nnc(C)n2N)cc1	·	0.22	-0.11
Cc1ccc(OCC(=O)Nc2sc3c(c2C#N)CCC3)cc1	44	-0.67	0.81
COc1cccc(/C=N/NC(=O)c2ccc(-c3ccccc3)cc2)c1O	-3	-1.3	-0.47
Cc1cc(C(=O)NCc2ccco2)no1	8	1	0.74
CCOc1ccc(OCC)c(NC(=O)C2CCCN(S(=O)(=O)c3cnc[nH]3)C2)c1 (stereo not given)	·	0.93	0.73
COCCn1nnnc1C(c1ccccn1)N1CCN(c2cc(C)ccc2C)CC1 (stereo not given)	29	0.3	0.44
O=C1CCC(=O)N1CCOP1(=O)COc2ccccc2OC1	-13	1.4	0.08
Nc1cccc(CCc2nc3cc4ccccc4cc3[nH]2)c1	43	0.62	0.27
CC(=O)Cc1nsc(Nc2ccc(F)cc2)n1	-33	·	·
CC(C)Cn1c(SCC(=O)NC(=O)Nc2ccc3c(c2)OCCO3)nc2ccccc2c1=O	2	-1.5	-0.13
CCc1sc(NC(=O)COC)nc1-c1ccccc1	-57	0.63	0.74
C=CCN(C(=O)CNC(=O)c1ccco1)C(C(=O)NC1CCCCC1)c1ccccc1 (stereo not given)	·	0.22	-0.56
COc1ccc(NC(=S)N2CCN(CCN=CC3=C(O)CC(c4ccccc4)CC3=O)CC2)cc1 (stereo not given)	11	0.84	-0.2
Brc1ccc(OCCOCCOc2cccc3cccnc23)cc1	20	·	·
Cc1cc(C(=O)Nc2ccc3c(c2)CCC3)c2ccccc2n1	-92	·	·
C=CCOn1c(=O)c(-c2cccs2)[n+]([O-])c2ccccc21	36	-0.8	-0.94
O=C(O)c1ccc(-c2nc(-c3ccc(Cl)cc3)cs2)cc1	-118	·	·
CCn1c(C2CCN(S(=O)(=O)c3ccc(OC)cc3)CC2)n[nH]c1=S	-62	·	·
Cc1cc(C)c2c(N)c(C(=O)c3ccc(Cl)c(Cl)c3)sc2n1	70*	·	·
Cc1nc(N)c(Cc2ccc(Cl)cc2Cl)c(N)n1	-29	·	·

Of the compounds above, these contain a CF3 group:
SMILES	Insulin prom inh	sdo1 growth	sdo1 growth Rescue 24 h
O=C(CSc1ccc(C(F)(F)F)cc1[N+](=O)[O-])Nc1ccccc1	27	-0.99	-0.31
O=C(c1nc2nc(-c3ccccc3)cc(C(F)(F)F)n2n1)N1CCCCC1	-53	-0.82	-1.4
Cc1ccc(C)c(SCC(=O)OCC(=O)Nc2ncc(C(F)(F)F)cc2Cl)c1	·	0.76	0.44

Just Insulin prom inh and sdo1 growth (7 entries from above):
Molecule	Insulin prom inh	sdo1 growth
CCOc1ccc(OCC)c(NC(=O)C2CCCN(S(=O)(=O)c3cnc[nH]3)C2)c1 (stereo not given)	·	0.93
COCCn1nnnc1C(c1ccccn1)N1CCN(c2cc(C)ccc2C)CC1 (stereo not given)	29	0.3
O=C1CCC(=O)N1CCOP1(=O)COc2ccccc2OC1	-13	1.4
Nc1cccc(CCc2nc3cc4ccccc4cc3[nH]2)c1	43	0.62
CC(=O)Cc1nsc(Nc2ccc(F)cc2)n1	-33	·
CC(C)Cn1c(SCC(=O)NC(=O)Nc2ccc3c(c2)OCCO3)nc2ccccc2c1=O	2	-1.5
CCc1sc(NC(=O)COC)nc1-c1ccccc1	-57	0.63

(further entries)
SMILES	Insulin prom inh	sdo1 growth	sdo1 growth Rescue 24 h
Cc1ccc(-c2nn(-c3ccccc3)cc2C(=O)N2CCOCC2)cc1	·	-0.57	0.02
O=C(CSc1nnc(Cc2cc(=O)[nH]c(=O)[nH]2)n1-c1ccc(Cl)cc1)NC1CCCC1	·	-0.42	-0.45
CCCCN1C2CCCC1CC(NC(=O)C1CCCCC1)C2 (stereo not given)	-67	0.02	-0.12
COc1ccc(CN(Cc2cc3cc(C)ccc3[nH]c2=O)C(=O)N(C)C)cc1	·	0.89	0.93
C=CCNC(=O)COc1cc(C)ccc1C	0	-0.4	-0.33
CCOc1ccccc1NC(=O)C1CCCN(S(=O)(=O)c2c(C)[nH]c(=O)[nH]c2=O)C1 (stereo not given)	-11	0.72	0.8
CC(=O)NCCn1c(SCc2ccc(C)cc2)nc2ccccc2c1=O	-40	-1.6	-1
O=C(Oc1cccc(NC(=O)c2ccco2)c1)c1cccc(S(=O)(=O)N2CCCC2)c1	·	-0.21	0.23
O=C(NNS(=O)(=O)c1ccc(Cl)cc1)C1CCN(Cc2ccccc2)CC1	-61	0.34	-0.18
S=C(NCCCN1CCOCC1)N1CCN(c2nc(-c3ccc(Cl)cc3)cs2)CC1	-7	·	·
CCc1ccc(NC(=O)Cc2cn(C)c3ccccc23)cc1	-23	-1	-0.66
